Bioassay records as filed in PubChem.
NFkB transloc inh: inhibitors of IL-1B driven NFkB p65 nuclear import, primary screen, imaging, HUVEC, IL-1B stimulus, high-content imaging; AID 796, 2007; 0.43% of 94,000 active; inhibition, % at 2 µM; HUVEC IL-1B NFkB p65 nuclear translocation imaging;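 active = inhibition above about 30% together with a positive call from visual inspection of the well image, limit read from the data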;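 note: nuclear over cytoplasmic p65 intensity ratio measured by imaging; 0% = IL-1B stimulated DMSO wells and 100% = unstimulated DMSO wells; values of inactives mirror those of a sister screen read the other way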
MRP resist rev: reversal of MRP1-mediated doxorubicin resistance, primary screen, H69AR cells, doxorubicin co-treatment. H69AR cells + 2 uM doxorubicin, CellTiter-Glo, 72 h. differential viability (reversal), % at 10 µM. 0.04% of 85,000 active;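 active = viability drop by adding the cancer drug above about 55%, with treated viability meeting a 40% cutoff, limit read from the data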;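 note: viability without doxorubicin minus viability with 2 µM doxorubicin for each compound; larger differential means the compound sensitizes cells more to doxorubicin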
Bcl-B displacement: displacers of TR3 peptide from Bcl-B, primary screen, selectivity assay for Bfl-1 inhibitor project, biochemical, fluorescence polarization; Bcl-2-like protein 10 (Homo sapiens); FP displacement of FITC-TR3 peptide from Bcl-B; higher % means a stronger effect; one-dose displacement, % at 20 µM; IC50 in µM for titrated hits; 0.11% of 96,000 active; AID 748, 2007;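 active = displacement above 50% at 20 µM plus a fluorescence interference ratio under 1.5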;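 note: plate controls were wells without compound for no effect and wells lacking Bcl-B protein for full effect; a part of the inactive calls stands beside numbers as strong as those of hits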
IL1B NFkB pot: enhancers of NFkB p65 translocation in HUVEC – imaging, IL-1B stimulus, high-content imaging, primary screen; AID 819, 2007; activation, % at 2 µM; 0.3% of 94,000 active; HUVEC IL-1B NFkB p65 nuclear translocation imaging;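 active = activation above 40%, about the mean plus 3 SD, also judged a hit on visual image review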;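 note: percent activation is computed from the nuclear over cytoplasmic p65 intensity ratio; values of inactives mirror those of a sister screen read the other way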
PLAP inhibition: PLAP enzyme inhibitors, biochemical, luminescence, HTS (AID 690); Alkaline phosphatase, placental type (Homo sapiens); purified PLAP, luminescent substrate; higher % means a stronger effect; 0.08% of 96,000 active; inhibition, % at 20 µM; hits with a dose series show IC50 in µM; in the data active = a potency from the dose series; inactive = the rest, 99 in 100 with inhibition below about 30%; note: strong numbers were not always called active
MRP resist rev cytotoxicity: recorded beside MRP resist rev, whose call it bears; viability, %; H69AR cells, CellTiter-Glo, 72 h; measured here: cytotoxicity without doxorubicin
MRP resist rev with doxorubicin: further read-out of MRP resist rev, marked with its call; viability, %; measured here: viability with 2 uM doxorubicin; active compounds read low
NFkB transloc inh cell count 2 µM: second read-out of NFkB transloc inh, no call of its own (marks repeat the call); cell count; measured here: cells passing quality filter;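 raw number of nuclei counted in each imaged well without normalization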
IL1B NFkB pot cell count 2 µM: recorded beside IL1B NFkB pot, whose call it bears; cell count; measured here: cells passing quality filter
Starred values were filed as active, the others as inactive; . = no result given. The list is partial. The share of hits here may be higher or lower than overall.

1	CNP1(NC)=NC(C(F)(F)F)=NC(C(F)(F)F)=N1
2	OC12CCCCC1C(c1ccccc1)NCC2 (configuration not stated)
3	CCOC(=O)C(O)(c1ccc(NC(=O)NC2CCCCC2)cc1)C(F)(F)F (configuration not stated)
4	O=c1[nH]c(=O)n(Cc2ccco2)c(O)c1C=NCc1ccc2c(c1)OCO2
5	Cc1ccc(-c2nc3ccccc3c(=O)n2-n2cccc2)cc1
6	COc1ccc(OCC(=O)N2CCN(C(C)C)CC2)cc1
7	CCN1CCN(C(=O)COc2ccc(S(=O)(=O)N(C)Cc3ccccc3)cc2)CC1
8	Cc1cc(OCC(=O)NC2CCS(=O)(=O)C2)c2c3c(c(=O)oc2c1)CCC3 (configuration not stated)
assay / entry	1	2	3	4	5	6	7	8
NFkB transloc inh	-7	5	12	-25	-11	-15	-11	.
NFkB transloc inh cell count 2 µM	166	68	43	67	151	141	157	.
MRP resist rev	2	6	-5	5	22	8	13	3
MRP resist rev cytotoxicity	93	99	84	103	89	94	89	92
MRP resist rev with doxorubicin	91	93	89	98	67	86	76	88
Bcl-B displacement	-2%	-2%	-3%	-12%	-6%	.	-3%	11%
IL1B NFkB pot	7	-5	-12	25	11	15	11	.
IL1B NFkB pot cell count 2 µM	166	68	43	67	151	141	157	.
PLAP inhibition	-22%	7%	20%	-1%	18%	.	-54%	3%

Some of the entries above, reformatted.
Value order – NFkB transloc inh | NFkB transloc inh cell count 2 µM | MRP resist rev | MRP resist rev cytotoxicity | MRP resist rev with doxorubicin | Bcl-B displacement | IL1B NFkB pot | IL1B NFkB pot cell count 2 µM | PLAP inhibition
[8] Cc1cc(OCC(=O)NC2CCS(=O)(=O)C2)c2c3c(c(=O)oc2c1)CCC3 (configuration not stated)
 : . | . | 3 | 92 | 88 | 11% | . | . | 3%
[1] CNP1(NC)=NC(C(F)(F)F)=NC(C(F)(F)F)=N1
 : -7 | 166 | 2 | 93 | 91 | -2% | 7 | 166 | -22%
[2] OC12CCCCC1C(c1ccccc1)NCC2 (configuration not stated)
 : 5 | 68 | 6 | 99 | 93 | -2% | -5 | 68 | 7%
[6] COc1ccc(OCC(=O)N2CCN(C(C)C)CC2)cc1
 : -15 | 141 | 8 | 94 | 86 | . | 15 | 141 | .
[5] Cc1ccc(-c2nc3ccccc3c(=O)n2-n2cccc2)cc1
 : -11 | 151 | 22 | 89 | 67 | -6% | 11 | 151 | 18%
[3] CCOC(=O)C(O)(c1ccc(NC(=O)NC2CCCCC2)cc1)C(F)(F)F (configuration not stated)
 : 12 | 43 | -5 | 84 | 89 | -3% | -12 | 43 | 20%

The list continues.
9	COc1ccccc1N1CCN(Cc2ccc(Br)s2)CC1
10	Cc1ccc(C(=O)C2CN3CCC2CC3)cc1 (configuration not stated)
11	CC1=NN(c2ccccc2)C(=O)C1/C=C1\C(=O)NC(=O)N(c2ccc(C)c(C)c2)C1=O (configuration not stated)
12	CCn1ncc(/C=C2/CC3C4CC=C5CC(O)CCC5(C)C4CCC3(C)C2=O)c1C (configuration not stated)
13	O=c1[nH]c(O)c(C=NC2CCN(Cc3ccccc3)CC2)c(=O)[nH]1
14	COc1ccc(-n2c(SC)nc3ccccc3c2=O)cc1
15	OCCOCC#CCN1CCOCC1
16	CC(C)Oc1cccc(NC(=O)c2cccn(Cc3ccc4c(c3)OC(F)(F)O4)c2=O)c1
assay / entry	9	10	11	12	13	14	15	16
NFkB transloc inh	.	4	-10	-13	-6	-2	19	.
NFkB transloc inh cell count 2 µM	.	108	208	86	107	160	51	.
MRP resist rev	-1	5	-15	3	-2	-6	-5	.
MRP resist rev cytotoxicity	94	95	82	93	98	94	98	.
MRP resist rev with doxorubicin	95	90	97	90	100	100	103	.
Bcl-B displacement	0%	-4%	-2%	.	-52%	-15%	10%	-6%
IL1B NFkB pot	.	-4	10	13	6	2	-19	.
IL1B NFkB pot cell count 2 µM	.	108	208	86	107	160	51	.
PLAP inhibition	-46%	19%	15%	.	.	8%	22%	-34%

Whole records as entered above:
CCn1ncc(/C=C2/CC3C4CC=C5CC(O)CCC5(C)C4CCC3(C)C2=O)c1C (configuration not stated) across the screens: NFkB transloc inh = -13; NFkB transloc inh cell count 2 µM = 86; MRP resist rev = 3; MRP resist rev cytotoxicity = 93; MRP resist rev with doxorubicin = 90; Bcl-B displacement = .; IL1B NFkB pot = 13; IL1B NFkB pot cell count 2 µM = 86; PLAP inhibition = .
COc1ccc(-n2c(SC)nc3ccccc3c2=O)cc1 across the screens: NFkB transloc inh = -2; NFkB transloc inh cell count 2 µM = 160; MRP resist rev = -6; MRP resist rev cytotoxicity = 94; MRP resist rev with doxorubicin = 100; Bcl-B displacement = -15%; IL1B NFkB pot = 2; IL1B NFkB pot cell count 2 µM = 160; PLAP inhibition = 8%

Remaining list, next part:
17	COc1ccc(CCN(C)Cc2ccncc2)cc1OC
18	COCc1c(CN)cnc(C)c1N
19	CSC1=NP(=S)(SC)N(C)c2nc3n(c21)CCC3 (configuration not stated)
20	CCOc1ccccc1-n1c(O)c(C=Nc2ccc(N(CC)CC)cc2)c(=O)[nH]c1=O
21	Cc1ccc(C(=O)Nc2ccc(-n3ccnc3P(=O)(O)c3ccccc3)cc2)cc1
22	COc1cccc(-n2c(O)c(C=NCc3ccc4c(c3)OCO4)c(=O)[nH]c2=O)c1
23	CCOC(=O)c1c(-n2c(C)cc(/C=C3\C(=O)NC(=O)N(C)C3=O)c2C)sc2c1CCCC2
24	Cc1ccc2c(c1)CNc1ccccc1O2
assay / entry	17	18	19	20	21	22	23	24
NFkB transloc inh	-13	-2	-1	.	-22	4	7	-6
NFkB transloc inh cell count 2 µM	149	159	85	.	129	155	119	183
MRP resist rev	-20	2	58*	-26	3	1	.	17
MRP resist rev cytotoxicity	81	93	85*	19	97	107	.	98
MRP resist rev with doxorubicin	102	90	27*	45	93	106	.	81
Bcl-B displacement	-4%	4%	-23%	-64%	-10%	-5%	2%	-6%
IL1B NFkB pot	13	2	1	.	22	-3	-7	5
IL1B NFkB pot cell count 2 µM	149	159	85	.	129	155	119	183
PLAP inhibition	-19%	-13%	4%	-40%	-61%	-2%	-9%	24%

25	N/C(=N\N=C/c1ccc(-c2ccc(O)c(C(=O)O)c2)o1)N[N+](=O)[O-]
26	Fc1cccc(CCNCc2ccccn2)c1
27	CN(C)c1ccc(N=Cc2c(O)n(CCC3=CCCCC3)c(=O)[nH]c2=O)cc1
28	COc1cccc(Oc2c(C)oc3cc(OC(=O)N(C)C)ccc3c2=O)c1
29	CCCC1=C(C(=O)OCC)C2(C(=O)Nc3ccc(C)cc32)C(C#N)=C(N)O1 (configuration not stated)
30	O=C(CSc1ccccc1)N1CCC2(CC1)OCCO2
31	CC1CN=C(Nc2ccccc2)S1 (configuration not stated)
32	O=C(Cc1ccccc1)OCCNC(=O)c1cccnc1
assay / entry	25	26	27	28	29	30	31	32
NFkB transloc inh	-24	-4	-9	7	-8	7	-11	-1
NFkB transloc inh cell count 2 µM	195	186	114	181	208	150	85	105
MRP resist rev	.	.	-6	-22	-3	25	.	22
MRP resist rev cytotoxicity	.	.	10	52	94	96	.	102
MRP resist rev with doxorubicin	.	.	16	74	97	70	.	81
Bcl-B displacement	2.8µM*	7%	-171%	-6%	-22%	-7%	-2%	7%
IL1B NFkB pot	24	4	9	-7	8	-7	11	1
IL1B NFkB pot cell count 2 µM	195	186	114	181	208	150	85	105
PLAP inhibition	16%	8%	-2%	-16%	-54%	-4%	-4%	25%

33	CCCN1C2CCCC1CC(NC(C)=O)C2 (configuration not stated)
34	Cc1cccc(N2C(=O)/C(=C/c3ccc(CN(CCC#N)S(C)(=O)=O)o3)C(=O)NC2=S)c1
35	CCCCCCOc1ccc(CN2CCN(CC)CC2)cc1
36	CCC(COC(=O)NC)NC(=O)Oc1cccc(C)c1 (configuration not stated)
37	CCCCn1c(O)c(C(CC)=NCCCN(C)C)c(=O)[nH]c1=O
38	Cc1occc1C(=O)N1CCC2(CC1)OCCO2
39	COC(=O)C1C2c3ccccc3OC1(C)N=c1s/c(=C/c3cnn(C)c3C)c(=O)n12 (configuration not stated)
40	O=C(c1cc(S(=O)(=O)N2CCCCC2)ccc1F)N1CCC2(CC1)OCCO2
assay / entry	33	34	35	36	37	38	39	40
NFkB transloc inh	-32	17	.	-2	14	-3	-3	2
NFkB transloc inh cell count 2 µM	97	195	.	64	102	128	112	188
MRP resist rev	-9	.	-2	2	.	.	14	5
MRP resist rev cytotoxicity	98	.	75	103	.	.	93	94
MRP resist rev with doxorubicin	107	.	76	101	.	.	79	89
Bcl-B displacement	-2%	-14%	0%	-16%	-11%	-5%	0%	-2%
IL1B NFkB pot	32	-17	.	2	-14	3	3	-2
IL1B NFkB pot cell count 2 µM	97	195	.	64	102	128	112	188
PLAP inhibition	8%	-34%	-66%	-15%	-57%	-17%	-61%	-12%

41	CCOC(=O)c1c(/N=C/c2c(O)n(-c3ccccc3F)c(=S)[nH]c2=O)sc2c1CCCC2
42	Cc1ccc2c(c1)[C@@H]1CN(C)CC[C@@H]1N2C(=O)Nc1cccc(C(F)(F)F)c1
43	CC(NCc1ccc(Cl)c(Cl)c1)C(O)c1ccccc1 (configuration not stated)
44	C=Cn1ccnc1P(=S)(c1nccn1C=C)C1CCCCC1
45	Cc1[nH]c2ccccc2c1/C=N/O
46	COc1ccc(/C=C2/C(=O)NC(=O)N(C3CCCCC3)C2=O)cc1CSc1ccccn1
47	Cc1[nH]c2ccccc2c1C1=CCNCC1
48	Cc1ccc(S(=O)(=O)NCC2CCC(C(=O)N3CCC4(CC3)OCCO4)CC2)cc1 (configuration not stated)
assay / entry	41	42	43	44	45	46	47	48
NFkB transloc inh	7	-2	-28	-1	-13	-5	10	9
NFkB transloc inh cell count 2 µM	149	170	209	99	63	152	99	148
MRP resist rev	.	9	.	3	-4	-21	-11	-13
MRP resist rev cytotoxicity	.	69	.	92	91	48	92	82
MRP resist rev with doxorubicin	.	60	.	88	95	70	103	96
Bcl-B displacement	4%	12%	2%	0%	-12%	-8%	3%	-5%
IL1B NFkB pot	-7	2	28	1	13	5	-10	-9
IL1B NFkB pot cell count 2 µM	149	170	209	99	63	152	99	148
PLAP inhibition	-85%	-4%	-59%	-38%	-4%	-16%	-8%	-29%

49	CC(=O)c1c(C)n(CC2CCCO2)c2ccc(O)cc12 (configuration not stated)
50	Cc1nc2nc(C)c(CCC(=O)N3CCC4(CC3)OCCO4)c(C)n2n1
51	Cc1cccn2c(=O)c3cc(C(=O)N4CCC5(CC4)OCCO5)n(C)c3nc12
52	CN(Cc1ccccc1)Cc1ccccc1OC(=O)N(C)C
53	COc1ccc(C2C(C(=O)N3CCC4(CC3)OCCO4)c3cc(OC)c(OC)cc3C(=O)N2C)cc1 (configuration not stated)
54	CCOC(=O)c1ccc(N2C(=O)CC(N3CC=C(c4ccc(F)cc4)CC3)C2=O)cc1 (configuration not stated)
55	COc1ccc(C(=O)C(C)(C)NO)cc1
56	O=C1NC(=S)NC(=O)C12C(c1ccc(F)cc1)NC(=S)NC2c1ccc(F)cc1 (configuration not stated)
57	CCOP(=O)(OCC)C(NC(=O)C(C)C)C(Cl)(Cl)Cl (configuration not stated)
58	CCOP1(=S)Oc2cc3c(cc2C(C(=O)OC)(C(F)(F)F)O1)OCO3 (configuration not stated)
59	CN1C2CCC1CC(OC(=O)CCN1CCCC1)C2 (configuration not stated)
assay / entry	49	50	51	52	53	54	55	56	57	58	59
NFkB transloc inh	9	-4	.	8	.	-2	-6	-10	-4	.	.
NFkB transloc inh cell count 2 µM	100	82	.	125	.	144	79	217	166	.	.
MRP resist rev	9	-4	-27	1	-10	15	3	1	-12	-4	.
MRP resist rev cytotoxicity	89	101	20	85	85	98	94	94	97	80	.
MRP resist rev with doxorubicin	81	105	46	84	95	83	91	92	109	83	.
Bcl-B displacement	-2%	-14%	0%	2%	0%	-17%	-5%	7%	-6%	-16%	-6%
IL1B NFkB pot	-9	3	.	-8	.	2	5	10	3	.	.
IL1B NFkB pot cell count 2 µM	100	82	.	125	.	144	79	217	166	.	.
PLAP inhibition	14%	-3%	-36%	-10%	-45%	-74%	-17%	4%	12%	4%	15%
